Screening data from PubChem BioAssay.
Mcl1 Bid PPI – disrupts binding of human Mcl-1 to Bid peptide; TR-FRET Mcl-1/Bid-Dy647 peptide binding, 1536-well; AID 1021; inhibition, % at 21.7 µM; 0.97% of 220,000 active; Q07820;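 active = compounds that cut the binding signal by more than half at the single screening dose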;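 note: His-tagged Mcl-1 with europium anti-His antibody binding Bid BH3 peptide; 0% = Mcl-1 plus peptide wells and 100% = peptide-only wells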
Pf gametocyte – P. falciparum stage V gametocyte viability inhibition. 0.065% of 150,000 active. inhibition, % at 10.9 µM. P. falciparum stage V gametocytes, ATP luminescence, 24 h;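 active = inhibition above the mean plus 3 SD of compounds within the control limits, set per campaign, cut at about 38% in these data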;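 note: 0% = DMSO wells and 100% = medium only without gametocytes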
Rab7 wt GTP bind – modulators of GTP binding to dog Rab7 wildtype GTPase. GST-Rab7 beads, fluorescent GTP binding, flow cytometry; actives lie on both sides; untreated = 100%, excess cold GTP = 0%. GTP binding activity (percent of control), % at 10 µM. 0.055% of 190,000 active. AID 758;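 active = fluorescent GTP binding to Rab7 beads changed by at least 20 points from the 100% baseline, either direction, mostly lower; inconclusive = compound itself probably fluorescent, or too few beads counted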;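 note: median green fluorescence of bound Bodipy-FL-GTP per Rab7 bead population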
HRas wt GTP bind – modulators of GTP binding to human HRas wildtype; GTP binding activity, % at 10 µM; P01112; 0.14% of 190,000 active; GST-Ras wt beads, Bodipy-FL-GTP binding, flow cytometry; actives lie on both sides;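 active = GTP binding activity at least 20% away from the 100% baseline, either lowered as inhibitor or raised as activator; inconclusive = flagged as likely green fluorescent, judged across all proteins in the well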;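 note: 0% = unlabeled GTP competition control and 100% = no-compound control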
Target sequence (P01112 whole entry, looked up): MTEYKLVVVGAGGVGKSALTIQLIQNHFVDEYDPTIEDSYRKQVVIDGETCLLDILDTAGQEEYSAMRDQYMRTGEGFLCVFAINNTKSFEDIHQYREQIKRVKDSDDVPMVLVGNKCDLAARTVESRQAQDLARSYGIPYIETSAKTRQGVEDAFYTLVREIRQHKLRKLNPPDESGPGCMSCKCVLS
Mcl1 Noxa PPI – Mcl-1/Noxa interaction inhibition. TR-FRET Mcl-1/Noxa peptide binding, 2 h. inhibition, % at 21.7 µM. 1.5% of 220,000 active. AID 1022;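 active = compounds that cut the protein-peptide binding signal by more than 50% relative to plate controls in a single-dose test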;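 note: His-tagged Mcl-1 with rhodamine Noxa BH3 peptide and terbium anti-His antibody; 0% = Mcl-1 plus Noxa peptide wells and 100% = peptide-only wells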
Rac1 wt GTP bind – human Rac1 wildtype GTP binding, inhibitors and activators | P63000 | GST-Rac1 beads, fluorescent GTP binding, flow cytometry; actives lie on both sides; 0 = cold GTP competed, 100 = untreated | GTP binding activity (% of control), % at 10 µM | 0.27% of 190,000 active;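 active = GTP binding activity at least 20 points away from the 100% control level, either lower or higher; inconclusive = compound flagged as likely green fluorescent, judged across all proteins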
RGS8-Gao reg – regulators of human RGS8-Galphao interaction; P09471; multiplexed bead flow cytometry, RGS8-Galphao binding; actives lie on both sides; response (percent of control binding), % at 10 µM; 0.34% of 220,000 active; AID 1423; in the data active = response below about 60% or above about 140%; inactive = in between;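 note: Galphao activated as the GDP aluminium fluoride complex binding bead-coupled RGS8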
Target sequence (P09471 whole entry, looked up): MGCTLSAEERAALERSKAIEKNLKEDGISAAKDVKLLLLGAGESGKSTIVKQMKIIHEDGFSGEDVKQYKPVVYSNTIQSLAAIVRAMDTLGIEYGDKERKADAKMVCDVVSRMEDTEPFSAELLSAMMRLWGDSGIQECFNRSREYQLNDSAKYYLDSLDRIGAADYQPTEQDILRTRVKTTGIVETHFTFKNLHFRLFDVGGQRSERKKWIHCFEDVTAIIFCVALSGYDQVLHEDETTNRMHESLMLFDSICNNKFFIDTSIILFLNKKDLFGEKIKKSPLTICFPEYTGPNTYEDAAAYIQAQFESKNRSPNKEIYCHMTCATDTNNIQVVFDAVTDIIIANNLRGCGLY
Cdc42 wt GTP – changes GTP binding to wildtype human Cdc42; P60953; GST-Cdc42 beads, Bodipy-GTP binding, flow cytometry; actives lie on both sides; percent activity (GTP binding), % at 10 µM; 0.2% of 190,000 active; AID 761;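 active = percent activity GTP binding at least 20 points away from the 100% baseline, either down as inhibitor or up as activator; inconclusive = compound flagged as likely green fluorescent from well-wide comparison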;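 note: median bead fluorescence of bound Bodipy-FL-GTP at 100 nM; 0% = excess unlabeled GTP control and 100% = no compound control; below 100% means less GTP binding so inhibitor and above means activator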
Target sequence (P60953 whole entry, looked up): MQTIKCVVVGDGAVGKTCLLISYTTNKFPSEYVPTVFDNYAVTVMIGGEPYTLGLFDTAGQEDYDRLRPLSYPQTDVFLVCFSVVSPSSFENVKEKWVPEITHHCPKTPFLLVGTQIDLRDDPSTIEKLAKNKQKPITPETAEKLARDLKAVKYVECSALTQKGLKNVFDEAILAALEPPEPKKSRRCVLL
Bim-Mcl-1 – inhibitors of Bim-Mcl-1 interaction, human | Q07820 | Bead-based flow cytometry, Bim peptide-Mcl-1 binding | inhibition, % at 10 µM | 0.1% of 190,000 active | AID 1009; in the data active = inhibition above about 40%;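 note: 0% = no compound tracer wells and 100% = peptide blocker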
Rac1 act GTP bind – human Rac1 activated mutant GTP binding change; P63000; GST-Rac1 activated beads, fluorescent GTP binding, flow cytometry; actives lie on both sides; 100% means binding = to untreated wells; percent activity (GTP binding), % at 10 µM; 0.11% of 190,000 active; AID 764;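 active = GTP binding at least 20 percentage points away from the 100% baseline, in either direction, so actives lie on both sides; inconclusive = Compound likely fluorescent itself, or too few beads counted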
Rab2A wt mod – changes GTP binding to wildtype dog Rab2A, up or down; P61105; GST-Rab2 wt beads, Bodipy-GTP binding, flow cytometry; GTP binding activity, % at 10 µM; 0.19% of 190,000 active; AID 760;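 active = GTP binding activity at least 20 points away from 100%, either lowered or raised; inconclusive = signal likely due to the compound's own green fluorescence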;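 note: 0% = beads with excess unlabeled GTP and 100% = no-compound control corrected for plate trend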
Active calls of the source: *; ? = inconclusive; · = no result given.

Structure	Mcl1 Bid PPI	Pf gametocyte	Rab7 wt GTP bind	HRas wt GTP bind	Mcl1 Noxa PPI	Rac1 wt GTP bind	RGS8-Gao reg	Cdc42 wt GTP	Bim-Mcl-1	Rac1 act GTP bind	Rab2A wt mod
COc1ccc(CCNC(=O)CN2CCC(n3nnc4cc(F)ccc43)CC2)cc1OC	-1	13	95	100	-15	105	103	103	-4	100	101
N#Cc1ccc(NC(=O)c2nc(-c3ccccc3)n(-c3ccccc3)n2)cc1	-16	·	98	99	1	100	103	98	0	98	98
O=C(CN1C(=O)CCSc2ccccc21)Nc1cccc(F)c1	-21	·	95	95	9	98	104	97	2	98	94
Cc1ccc(C(=O)CCC(=O)N2CCN(C(=O)c3ccco3)CC2)cc1	-4	-1	107	99	-7	101	104	99	-1	96	98
COc1ccc(-c2nnc3n2N=C(C)CS3)cc1OC	1	-24	94	93	12	89	85	95	2	91	93
CCCc1nnc(SCc2ccc(C(=O)OC)o2)n1N	-3	·	100	100	-11	104	107	101	21	96	100
CCc1nnc(NC(=O)NC(C)(C)C)s1	-6	·	100	102	4	103	101	103	-1	100	101
O=c1c2ccccc2sn1-c1ccc(S(=O)(=O)N2CCCC2)cc1	-32	·	96	99	38	99	31*	98	-5	99	97
CCC(C)c1ccc(NC(=O)CN(C)CC(=O)Nc2cccc(OC)c2)cc1 (stereo unspecified)	1	-1	95	92	5	95	102	90	0	93	93
COc1ccc(Cn2c(-c3ccco3)nc3oc4ccccc4c(=O)c3c2=O)cc1	-18	16	106	104	16	112	107	100	13	101	101
CCOC(=O)n1c(=O)n(Cc2cccc(C)c2)c2ccccc21	8	·	97	95	5	98	99	95	0	93	98
FC(F)(F)c1cccc(NC(=S)NCc2ccc(Cl)cc2)c1	-46	-20	100	97	16	99	100	97	-4	96	96
Cc1cc(NC(=O)Nc2ccccc2)n(-c2ccccc2)n1	-10	16	94	96	-27	98	99	95	-4	95	97
O=C(NS(=O)(=O)c1ccccc1)c1ccccc1F	3	·	98	97	13	98	102	100	0	98	97
Cc1ccc(C(=O)c2ccccc2C(=O)OCC(=O)Nc2ccc(SC(F)F)cc2)cc1	-4	-1	100	100	5	103	97	99	-4	100	99
COc1ccc(-n2cc(-c3ccccc3)[nH]c2=S)cc1	-102	16	99	98	11	101	87	100	-16	98	99
C=CCN(c1ccccc1)S(=O)(=O)c1c(C)[nH]c(=O)[nH]c1=O	-33	-11	90	98	-7	96	104	95	1	93	97
CCOC(=O)N1CCN(S(=O)(=O)c2ccc(F)c(C(=O)Nc3ccc(C(C)C)cc3)c2)CC1	-2	·	104	99	-8	103	109	102	-6	98	100
CCn1c(=O)cc(O)c2c(=O)n(C)c(=O)n(C)c21	-24	18	99	98	-2	100	107	100	0	98	101
CN(C)S(=O)(=O)c1cccc(C(=O)Nc2cc(Cl)ccc2O)c1	-4	-7	96	97	5	96	101	101	-2	99	96
Cc1ccc(NC(=O)c2cc(-n3cnnc3)ccc2Cl)c(C)c1	-22	-1	100	102	7	106	102	102	-8	102	100
O=c1cc(-c2ccccc2)[nH]c2nc3ccccc3n12	2	·	98	100	0	101	89	99	-2	97	101
NC(=O)CCCc1nc(-c2ccccc2Cl)no1	-15	·	101	102	15	100	99	101	-3	99	100
Cn1c(CNC2CCCCC2)c(C#N)c2ccccc21	-34	·	104	103	3	108	102	102	0	102	102
CCCCC(=O)Nc1ccc(C(=O)Nc2nc(CC(=O)OCC)cs2)cc1	-1	9	98	97	4	96	89	99	0	95	98
CN=c1scc(-c2ccc([N+](=O)[O-])cc2)n1/N=C/c1ccco1	-3	-22	103	97	39	90	99	95	-2	93	97
C=CCOC(=O)C1=C(C)Nc2nc3ccccc3n2C1c1ccncc1 (stereo unspecified)	-3	-13	99	100	14	102	107	100	-4	100	101
CC(C)(C)n1ncc2c(=O)n(Cc3cccc(Cl)c3)cnc21	12	2	95	96	11	101	99	99	-1	98	96
Cc1ccccc1-c1nnc(-c2cccs2)o1	-31	2	95	93	12	94	102	91	0	93	93
Clc1cccc(Cl)c1COn1nnc2ccccc21	-4	25	99	96	-17	98	91	98	-2	97	96
O=S1(=O)C=C(Sc2nnc(-c3ccccc3)o2)c2ccccc21	-68	·	92	94	46	98	92	93	-2	93	93
CCOC(=O)c1cnc2nc(Cc3ccccc3)[nH]n2c1=O	0	15	105	102	35	106	101	104	-4	100	103
O=[N+]([O-])c1ccc(Nc2ccccc2F)nc1	-15	15	105	99	2	101	106	98	-2	95	100
O=Cc1ccc(OC(=O)C2CC(=O)N(c3ccc(F)cc3)C2)cc1 (stereo unspecified)	-11	12	98	102	11	101	103	106	0	99	101
CCN1CCCc2cc(CN(CCN3CCOCC3)C(=S)Nc3ccc(OC)cc3)ccc21	-92	-2	106	98	50	99	99	98	-3	98	100
CC(=O)c1ccc(NC(=S)NCc2ccco2)cc1	-80	5	104	98	-10	101	105	97	-2	98	100
CN(C)CCN(C(=O)c1ccc(Br)s1)c1nc2cc3c(cc2s1)OCCO3	-16	6	105	100	-4	102	89	96	-2	97	98
[O-]c1n[n+](-c2ccc(Cl)cc2)cc2ccccc12	9	·	95	96	33	98	100	92	2	93	94
O=C(C[n+]1cccc(CNC(=O)c2ccc(OC(F)F)cc2)c1)c1ccccc1	-37	11	105	99	11	98	101	99	0	98	101
COc1ccc(C(=O)NNC(=O)C(=O)Nc2ccc(C)c(Cl)c2)cc1	-24	23	103	97	1	95	100	93	0	92	95
COc1ccc(NC2SC(=O)N(CC(=O)O)C2=O)cc1 (stereo unspecified)	-20	·	101	101	8	105	101	100	-2	100	104
Cc1cc(NCCO)nc(-n2nc(C)cc2C)n1	-8	12	100	98	5	97	95	97	-5	95	95
Cc1cc(C)n(S(=O)(=O)c2ccc3ccccc3c2)n1	-8	·	99	99	23	104	103	101	-4	95	100
Cc1[nH][nH]c(=O)c1C(c1ccc(-c2cccc(C(=O)O)c2)o1)c1c(C)[nH][nH]c1=O	-92	-20	95	90	13	87	101	87	0	89	90
CC(C)Cc1nc(C#N)c(N2CCC(C(N)=O)CC2)o1	-68	-19	91	97	2	99	104	96	-2	98	98
CCCS(=O)(=O)N1CCC(C(=O)NC2CCCC(C)C2C)CC1 (stereo unspecified)	-13	·	103	103	-8	106	102	102	0	99	102
O=C(CN(Cc1ccco1)C(=O)c1ccc(Cl)cc1)Nc1c(Cl)cc(Cl)cc1Cl	-6	17	100	97	20	96	92	93	-2	95	96
NS(=O)(=O)c1cccc(NC(=O)CN2CCCc3ccccc32)c1	-48	8	93	99	8	96	100	94	0	96	98
Cc1cc(Cl)ccc1OCc1nc(-c2ccncc2)no1	7	11	88	93	13	97	101	94	-1	96	94
Cc1cccc(-c2nnc(N)s2)c1	-3	-2	93	96	18	94	101	98	-1	94	94
O=C(COC(=O)CC(c1ccccc1)c1ccccc1)Nc1c(F)cccc1F	-2	-7	100	101	2	101	104	100	-4	96	99
O=C(c1ccccc1)N1CCSc2sccc2C1=O	-15	4	95	95	7	96	99	99	-2	93	95
Cc1csc(NC(=O)c2cccc(S(=O)(=O)N3CCN(C)CC3)c2)n1	-28	9	98	96	-1	96	100	97	0	95	96
CCCCNC(=O)CCn1nc(-c2ccccc2)ccc1=O	-23	-1	95	98	24	98	102	98	1	95	96
COc1ccc(C2SCCN2C(=S)Nc2ccc(Cl)cc2)cc1 (stereo unspecified)	-38	-12	?	?	4	?	101	?	-1	?	?
CC(CNC(=O)c1ccc(C(C)(C)C)cc1)CN(C)C (stereo unspecified)	-33	-1	100	105	6	103	98	104	-6	104	104
COc1ccc(-c2cc(C(=O)Nc3cccc(S(=O)(=O)NCc4ccco4)c3)c3ccccc3n2)cc1OC	-8	-6	95	92	6	93	97	95	4	93	96
CCc1cc2cc(C)cc(C)c2[nH]c1=S	26	0	95	93	60*	95	101	94	0	93	93
CCCCC(CC)C(=O)NCCc1ccc(S(N)(=O)=O)cc1 (stereo unspecified)	18	-17	97	97	-11	99	104	97	-1	98	97
Cc1ccc(-c2csc(NC(=O)c3cccc([N+](=O)[O-])c3C(=O)O)n2)cc1	-20	-13	100	96	-13	95	101	93	0	91	96

The list goes on:
Structure	Mcl1 Bid PPI	Pf gametocyte	Rab7 wt GTP bind	HRas wt GTP bind	Mcl1 Noxa PPI	Rac1 wt GTP bind	RGS8-Gao reg	Cdc42 wt GTP	Bim-Mcl-1	Rac1 act GTP bind	Rab2A wt mod
O=S(=O)(NCCSc1ccccc1)c1ccc2c(c1)OCCO2	1	·	99	100	-7	99	103	101	-3	95	99
O=S(=O)(c1ccc(Cl)c(NC(=S)Nc2cccc(O)c2)c1)N1CCOCC1	-78	7	99	98	6	103	99	100	-8	97	99
CCOC(=O)c1ccc(COC(=O)c2cc(=O)[nH]c3ccccc23)o1	-10	-9	98	95	8	95	102	96	-4	93	96
CN(C(=O)Cn1nnc(-c2cccc(C(F)(F)F)c2)n1)C1CCCCC1	-10	·	105	103	-1	102	94	104	-7	100	101
CCOc1ccc(-n2cnc3scc(-c4ccc(OC)c(OC)c4)c3c2=O)cc1	-17	1	100	97	5	95	100	96	-1	95	96
COc1cc(C(=O)NCc2ccccc2)ccc1OC(F)F	-11	-6	96	98	12	100	101	102	-2	100	99
Cc1cc(C)c(S(=O)(=O)n2ccc(-c3ccc(OCCN(C)c4ccccn4)cc3)n2)c(C)c1	-14	·	96	97	0	96	100	94	-5	95	94
O=C(Nc1ccc(CN2CCCCC2)cc1)c1ccc2c(c1)OCO2	-13	-5	96	94	13	96	105	96	-3	95	96
COC(=O)c1ccc(N2CCN(C(C)=O)CC2)c(NC(=O)COc2ccccc2C)c1	-18	11	107	99	-4	100	104	95	2	94	98
O=C(Nc1cc(S(=O)(=O)N2CCOCC2)ccc1N1CCOCC1)c1cn2ccccc2n1	-12	-23	92	94	2	99	98	99	-1	94	94
COc1ccc(Cl)cc1C(=O)NC(=S)Nc1cc(-c2nc3ccccc3[nH]2)ccc1C	-23	10	91	96	7	100	100	96	0	99	91
O=C(CN1CCCCC1)Nc1c2c(nc3ccccc13)N(c1ccccc1)CC2	-59	0	89	96	-29	93	99	94	1	97	95
CNC(=O)CN(C)S(=O)(=O)c1ccc(OC)c(Cl)c1	-21	16	100	99	-2	107	16*	103	0	102	100
CCN(CC)S(=O)(=O)c1ccc(-c2nnco2)cc1	-11	21	100	101	17	107	101	103	-4	100	103
NC(=O)C1(N2CCCCC2)CCN(Cc2ccc(F)cc2)CC1	-18	-1	103	101	-2	105	119	103	0	99	103

This is a random part of the collection; any-hit rate near 2.9%.
